Pin1 inhibitor: human Pin1 inhibition; Q13526; Pin1 FP peptide displacement, HiFluor488, 10 min; Potency, µM (titrated, usually from 115 µM), inactives show top-dose activity, negative = inhibition, hits mostly inhibitors; 0.009% of 390,000 active; AID 504891; active = well fitted inhibition curve with a large enough effect in the polarisation, with a control signal flat, not every such curve was filed as active; inconclusive = small, poorly fitted or top-dose-only effect, or effect the other way, or a change in a side signal; inactive = no such curve, though single readings can be large or run the other way; the % refers to the polarisation; note: % is set by controls: 0 for no effect and ±100 for the full control effect
ALOX12 inh: blocks human arachidonate 12S-lipoxygenase; purified 12hLO, xylenol orange hydroperoxide absorbance; Potency, µM (titrated, usually from 108 µM), without a hit: top-dose activity change, negative = inhibition, most hits filed as inhibitors; AID 1671190; 1.1% of 580,000 active; P18054; note: % is set by controls: 0 for no effect and ±100 for the full control effect
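Purified human 12hLO at 150 nM in 25 mM Hepes, 0.01% Triton X-100, pH 7.0, preincubated 15 min at room temperature with compound. Reaction started with 40 uM arachidonic acid, 30 min at room temperature. Hydroperoxide measured by Fe-xylenol orange, 573/405 nm absorbance ratio.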
JMJD2A Tudor inh: JMJD2A Tudor domain (human) inhibition; Potency, µM (titrated, usually from 114 µM), for the others: at the highest dose activity change, negative = inhibition, actives largely listed as inhibitors; 4.4% of 390,000 active; AlphaScreen JMJD2A-Tudor / H3K4me3 peptide binding; AID 504339; note: % is set by controls: 0 for no effect and ±100 for the full control effect; nearly all actives have a fitted effect of over 50% in size
GLS inhibitor: glutaminase GLS (human) inhibition. GLS enzymatic activity, qHTS titration. O94925. Potency, µM (titrated, usually from 45.5 µM), inactives show at the top dose activity change, negative = inhibition, most hits filed as inhibitors. AID 624170. 0.21% of 410,000 active; note: % is set by controls: 0 for no effect and ±100 for the full control effect
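Compounds were pin-transferred onto hKGA, after which L-glutamine (1 mM solution) and a detection mix of glutamate oxidase, HRP and Amplex Red were added. Initial and 30 min RT fluorescence reads were collected.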
ERG-DNA inh: blocks human ERG Ets domain binding to DNA; P11308; 0.028% of 370,000 active; Potency, µM (doses to about 76.9 µM), for the others: at the top dose FP activity, negative = inhibition, hits mostly inhibitors; fluorescence polarization, His-ERG Ets domain / labelled DNA; active = well fitted inhibition curve with a large enough effect in the polarisation, with a control signal flat; inconclusive = small, poorly fitted or top-dose-only effect, or effect the other way, or a change in a side signal; inactive = no such curve, though single readings can be large or run the other way; the % refers to the polarisation;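 note: polarization taken with two DNA probes labelled with fluorescein and Texas red; % of control where 0% means no effect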
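His-tagged ERG Ets domain (1 uM in the protein solution; 300mM KCl, 50mM Tris-HCl, 1mM EDTA, 1mM DTT, pH 7.5) received compound, then a probe mix of 5 nM fluorescein-DNA and 100nM Texas-615-DNA. Fluorescence polarization was read for both dyes.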
Tb PGK inh: T. brucei PGK inhibition; 0.043% of 380,000 active; P07378; Potency, µM (highest dose often 57.5 µM), for the others: top-dose activity change, negative = inhibition, most hits filed as inhibitors; PGK/GAPDH coupled, Kinase-Glo luminescence, 60 min; AID 602233; note: % is set by controls: 0 for no effect and ±100 for the full control effect; nearly all actives have a fitted effect of over 60% in size
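Luminescent ATP detection (Kinase-Glo Plus) follows a 60-minute room-temperature incubation, with wells lacking PGK as controls. Buffer: 100 mM TEA (pH 7.6), 5 mM MgCl2, 0.01% Tween-20. Coupling enzyme GAPDH (100 nM final) supplies unstable 1,3-BPG in-well.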
RGS4 inhibitor: blocks human RGS4-accelerated GTP hydrolysis; P49798; Transcreener GDP fluorescence polarization, RGS4-accelerated GTP hydrolysis; Potency, µM (highest dose often 114 µM), for the others: at the top dose activity change, negative = inhibition, actives largely listed as inhibitors; 0.039% of 390,000 active; note: % is set by controls: 0 for no effect and ±100 for the full control effect; nearly all actives have a fitted effect of over 75% in size; some results filed as inactive show a strong effect at the top dose
Target sequence (P49798 whole entry, looked up): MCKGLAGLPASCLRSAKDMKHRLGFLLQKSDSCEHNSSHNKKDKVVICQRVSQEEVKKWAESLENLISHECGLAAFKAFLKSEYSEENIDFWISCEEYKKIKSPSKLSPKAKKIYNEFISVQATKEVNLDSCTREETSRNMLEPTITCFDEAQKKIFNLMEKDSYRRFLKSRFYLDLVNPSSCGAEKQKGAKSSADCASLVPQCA
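MLSMR compounds (23 nl, pin-transferred) preincubated 10 min at room temperature with a 500nM (2x) first reagent, then RGS4 at 900nM (2x) plus Transcreener GDP mix added; fluorescence polarization (620/688 nm) read before and after 90 min at 30 °C.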
TrxR1 inh: blocks rat thioredoxin reductase 1; recombinant rTrxR1, NADPH fluorescence consumption, selenite substrate; Potency, µM (doses to about 114 µM), without a hit: at the top dose activity change, negative = inhibition, most hits filed as inhibitors; 1% of 390,000 active; AID 588453; note: % is set by controls: 0 for no effect and ±100 for the full control effect; nearly all actives have a fitted effect of over 65% in size
Target sequence (O89049 whole entry, looked up): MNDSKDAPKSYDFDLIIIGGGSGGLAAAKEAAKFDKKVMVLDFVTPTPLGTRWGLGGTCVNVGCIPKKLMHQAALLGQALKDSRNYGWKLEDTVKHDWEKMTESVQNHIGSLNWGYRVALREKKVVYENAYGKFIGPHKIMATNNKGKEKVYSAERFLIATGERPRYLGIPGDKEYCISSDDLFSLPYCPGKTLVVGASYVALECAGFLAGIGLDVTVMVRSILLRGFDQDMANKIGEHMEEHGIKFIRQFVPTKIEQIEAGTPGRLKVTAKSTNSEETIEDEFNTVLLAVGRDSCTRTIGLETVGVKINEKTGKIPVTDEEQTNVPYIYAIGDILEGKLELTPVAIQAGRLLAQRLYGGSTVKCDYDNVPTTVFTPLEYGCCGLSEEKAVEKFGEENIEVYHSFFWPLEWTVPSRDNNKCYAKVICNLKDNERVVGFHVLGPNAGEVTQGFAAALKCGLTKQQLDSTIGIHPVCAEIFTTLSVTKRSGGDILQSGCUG
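Rat TrxR1 (90 nM in the dispensed reagent) was pre-reduced with 400 uM NADPH for 5 min at room temperature, then incubated with compound for 15 min. After 400 uM selenite was added, NADPH fluorescence (Ex 340/Em 450 nm) was followed for 8 min.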
HP1b chromo inh: blocks HP1-beta chromodomain binding to methylated histone tails | P83916 | AlphaScreen HP1-beta / biotin-H3K9me3 peptide binding | Potency, µM (doses to about 114 µM), for inactives: at the highest dose activity change, negative = inhibition, usual class: inhibitors | 0.56% of 390,000 active; note: nearly all actives have a fitted effect of over 70% in size; inactives centre near 23
Target sequence (P83916 whole entry, looked up): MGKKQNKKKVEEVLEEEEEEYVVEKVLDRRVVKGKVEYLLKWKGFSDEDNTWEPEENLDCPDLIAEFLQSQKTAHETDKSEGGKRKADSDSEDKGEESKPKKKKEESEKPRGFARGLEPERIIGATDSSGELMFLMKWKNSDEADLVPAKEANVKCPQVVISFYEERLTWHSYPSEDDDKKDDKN
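Compound inhibition of the preformed complex between 50 nM HP1-beta and 50 nM biotinylated H3K9me3 peptide was read by AlphaScreen. Buffer was PBS pH 7.4 with 0.01% Tween-20. Incubations ran 30 min at room temperature, with 10 ug/mL donor/acceptor beads.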
* marks the source's active call; other numbers are inactive results; i = inactive; u = inconclusive; x = no result given; & = joins results of further samples; [ ] = another dose, or the depositor's remark. Unless noted, calls come from the whole dose curve; as a rule, active = well fitted curve in the direction sought with a large enough effect; inconclusive = small, poorly fitted or top-dose-only effect, or another doubt; inactive = no such curve, though single readings can be large; an effect the other way counts as inactive or inconclusive. Potency is the fitted concentration of half-maximal effect. This is a subset; rates above refer to the full screens.

#	structure	Pin1 inhibitor	ALOX12 inh	JMJD2A Tudor inh	GLS inhibitor	ERG-DNA inh
1	CCN(CC)C(=O)c1ccc(CS(=O)(=O)Cc2ccccc2)cc1	-5%	-5%	-18%	-8%	-4%
2	CCOC(=O)c1c(S(=O)(=O)NCC(=O)N2CCN(c3ccccc3OC)CC2)c(C)n(C)c1C	-2%&5%	9%&-7%	-9%&-10%	20%&6%	-7%&16%
3	O=C(NCCc1ccccc1)C(=O)c1c(-c2ccccc2)[nH]c2ccccc12	3%	-1%	-15%	-4%	7%
4	O=C(CSc1nc2ccccc2o1)N1CCN(C(=O)c2ccco2)CC1	-4%	-15%	-11%	-9%	6%
5	O=S(=O)(c1ccccc1F)N1CCN(c2nc(-c3cccs3)nc3ccccc23)CC1	0%	-16%	-8%	x	x
6	COc1ccc(C)cc1NC(=O)Cc1c(C(=O)O)c(C)cn1C	-4%	5%	-22%	-2%	-2%
7	COc1ccc(-c2ccc(SCC(=O)NCc3ccco3)nn2)cc1OC	u	-17%	u	-6%	-7%
8	CCOC(=O)N1CCN(C(=O)CN(C)S(=O)(=O)c2ccc3c(c2)C(C)(C)C(=O)N3C)CC1	-1%	2%	8%[57.1 µM]	7%	-7%

#	Tb PGK inh	RGS4 inhibitor	TrxR1 inh	HP1b chromo inh
1	-5%	8%	16%[11.4 µM]	27%
2	-8%	1%&0%	24%	12%[57 µM]
3	i	-4%	-3%[57.1 µM]	5%
4	-7%	-4%	0%	49%
5	x	12%	24%&19%	21%
6	-7%	-3%	15%[57.1 µM]	-16%
7	12%	4%	u	1%
8	7%	9%[56.9 µM]	19%	38%[activator]

(cont.)
#	structure	Pin1 inhibitor	ALOX12 inh	JMJD2A Tudor inh	GLS inhibitor	ERG-DNA inh
9	Cn1c(=O)c2c(ncn2CCc2ccccc2)n(C)c1=O	0%	-10%	-15%	6%	2%
10	Cc1c(-c2n[nH]c(=S)n2-c2ccc(Br)cc2)nnn1-c1ccc(Cl)cc1	-4%	u	u	-8%	17%
11	CN=C(C)c1c(O)c2ccccc2oc1=O	2%	-8%	-6%	3%	0%
12	COC(=O)CCC(=O)OC1(C)C(=O)C=C2C=C(C3CC3)N(CCCCO)C=C2C1=O (stereo unspecified)	-12%	u	-15%	1%	-13%
13	CCOc1ccc(C(=O)CSCCC(=O)O)cc1	-28%	-18%	-12%	7%	-10%
14	COc1ccc(/C=N/n2cnnc2)cc1COc1ccccn1	-4%	18%	-3%	2%	-1%
15	Cc1ccc(NC(=S)NNc2ncc(C(F)(F)F)cc2Cl)c(C)c1	4%	0%	-31%	49%[activator]	-3%
16	Cc1cnc(NC(=O)c2ccc(Cl)nc2)s1	10%	5%	-12%	4%	-11%

#	Tb PGK inh	RGS4 inhibitor	TrxR1 inh	HP1b chromo inh
9	2%	10%	-3%	22%
10	7%	-36%	-22%[57.1 µM]	3%
11	-4%	-13%	-16%[57.1 µM]	9%
12	-8%	8%	19%	2%
13	-2%	1%	-14%	45%[activator]
14	i	1%	8%	32%[activator]
15	-2%	u	-29%	4%
16	-2%	37%	9%	32%

(next part)
#	structure	Pin1 inhibitor	ALOX12 inh	JMJD2A Tudor inh	GLS inhibitor	ERG-DNA inh
17	CCN1N=C(C)C=C(c2ccccc2)n2c1nc1ccccc12	-8%	-10%	-12%	1%	-3%
18	COc1ccccc1C(=O)N/C(=C\c1ccc(Br)cc1)C(=O)NCCCO	0%	-2%	-10%	3%	3%
19	O=C(O)c1ccc(CN2C(=O)c3ccc(C(=O)O)cc3C2=O)cc1	-1%	0%	-4%	3%	-5%
20	CCOc1ccc(OC(=O)c2sc3ncn(Cc4cccc(F)c4)c(=O)c3c2C)cc1	6%	-15%	5%	-5%	-6%
21	CCc1ccc(NC(=O)CN2C(=O)C3(SCC(=O)N3c3ccccc3)c3ccccc32)cc1 (stereo unspecified)	10%	u	-17%	-12%	4%
22	CN1C(=O)CSC1=NC12CC3CC(CC(C3)C1)C2	-7%	4%	23%	-6%	-3%
23	CC1CCC2(CC1)NC(=O)N(CC(=O)NCCc1ccc(F)cc1)C2=O (stereo unspecified)	5%	67%[activator]	-14%	1%	-3%
24	CC1CCN(CCC(=O)Nc2ccc(Cl)cc2)CC1	7%	49%[activator]	-11%	11%	-13%

#	Tb PGK inh	RGS4 inhibitor	TrxR1 inh	HP1b chromo inh
17	-2%	1%	-1%	25%
18	-5%	16%	25%	32%
19	-1%	2%	-3%	33%[activator]
20	-2%	2%	21%[57.1 µM]	39%[activator]
21	-4%	-2%	-17%	14%
22	-6%	-14%	-2%[57.1 µM]	48%[activator]
23	0%	-2%	27%	22%
24	1%	6%	12%[57.1 µM]	0%

Just TrxR1 inh and Pin1 inhibitor, for some of the entries so far:
No. | SMILES | TrxR1 inh | Pin1 inhibitor
20 | CCOc1ccc(OC(=O)c2sc3ncn(Cc4cccc(F)c4)c(=O)c3c2C)cc1 | 21%[57.1 µM] | 6%
18 | COc1ccccc1C(=O)N/C(=C\c1ccc(Br)cc1)C(=O)NCCCO | 25% | 0%
22 | CN1C(=O)CSC1=NC12CC3CC(CC(C3)C1)C2 | -2%[57.1 µM] | -7%

Following part
#	structure	Pin1 inhibitor	ALOX12 inh	JMJD2A Tudor inh	GLS inhibitor	ERG-DNA inh
25	FC(F)(F)c1cccc(Cc2noc(CN3CCC(N4CCCCC4)CC3)n2)c1	u	-3%	-24%	2%	14%
26	Cn1c(N2C(=O)CC(Cc3ccccc3)C2=O)nc2ccccc21 (stereo unspecified)	-2%	132%[activator]	-9%	1%	-7%
27	Nc1c(C(=O)NCc2ccc(F)cc2)c2nc3ccccc3nc2n1CCCN1CCOCC1	4%	u	1%	0%	-5%
28	CC(=O)Nc1ccc(NC(=O)c2ccc(Cl)nc2)cc1	-4%	2%	4%	0%	8%
29	CC(C)C(NC(=O)CC12CC3CC(CC(C3)C1)C2)C(=O)O (stereo unspecified)	-3%	-3%	-8%	4%	33%[activator]
30	CC1CCCCN1C(=S)NC(=O)c1cccs1 (stereo unspecified)	5%	-28%	-26%	1%	3%
31	CCN(C[C@H]1N[C@@](Cc2ccccc2)(C(=O)OC)[C@H]2C(=O)N(C)C(=O)[C@@H]12)C(=O)C1CCCCC1	2%	-19%	-17%	4%	2%
32	Oc1ccc(/C=N/Nc2ccc(Cl)nn2)cc1O	-12%	u	-18%	1%	3%

#	Tb PGK inh	RGS4 inhibitor	TrxR1 inh	HP1b chromo inh
25	2%	-20%	17%	30%
26	-9%	-42%	-4%	44%[activator]
27	-5%	-9%	-10%	64%[activator]
28	-2%	15%	6%	37%
29	2%	-45%	3%	39%
30	-5%	-45%	-18%	-18%[57 µM]
31	-2%	11%	32%	23%
32	x	25%	-7%	24%

Carrying on:
#	structure	Pin1 inhibitor	ALOX12 inh	JMJD2A Tudor inh	GLS inhibitor	ERG-DNA inh
33	COc1ccc(CCNC(=O)COC(=O)c2cccn2C)cc1	-6%	1%	-1%	-17%	0%
34	Cc1ccc(-c2csc(=Nc3ccc(F)cc3)n2Cc2ccc3c(c2)OCO3)cc1C	12%	u	50µM*	8%	u
35	COc1cc(CCCN2C(N)=NC[C@@H]2c2ccccc2)cc(OC)c1OC	-1%	0%	-21%	0%	-13%
36	Cc1ccc(C(=O)C(C)N(C(=O)c2ccc(Cl)cc2Cl)N2C(=O)CCCC2=O)cc1 (stereo unspecified)	1%	-5%	-14%	-1%	8%
37	CC(C)N(C(=O)CSc1nn2c(=O)c(C(C)(C)C)nnc2s1)c1ccccc1	-2%	u	-1%	1%	-1%
38	CCN(CC(=O)Nc1ccccc1OC)CC(=O)Nc1sccc1C#N	2%	2%	-25%	5%	13%
39	S=C1NC2CCCCC2N1 (stereo unspecified)	-2%	-2%	-5%	1%	-20%
40	CC1CN(C(=O)c2cccs2)CCN1C(=O)c1cccs1 (stereo unspecified)	-2%	0%	-2%	1%	2%
41	CC(C)C(=O)c1cn(CC(=O)O)c2ccccc12	136%[activator]	-23%	-5%	-3%	1%
42	Cc1cccc(N2CCN(C(=O)C3CCN(S(=O)(=O)c4cccnc4)CC3)CC2)c1C	-2%	13%	-3%	0%	-10%
43	CCOc1cc(/C=C2\C(=N)N3N=C(CC)SC3=NC2=O)ccc1OCCOc1ccc(NC(C)=O)cc1	24%	28%	-16%	-1%	-2%

#	Tb PGK inh	RGS4 inhibitor	TrxR1 inh	HP1b chromo inh
33	-10%	-6%	20%[57.1 µM]	17%[57 µM]
34	9%	-15%	24%	u
35	-2%	26%	19%[57.1 µM]	16%
36	5%	0%	9%[57.1 µM]	31%
37	i	-14%	6%	20%
38	i	-4%	6%[57.1 µM]	10%
39	-1%	9%	13%[57.1 µM]	39%[activator]
40	-2%	6%	-2%[57.1 µM]	33%
41	-14%	-51%	33%[57.1 µM]	33%
42	-8%	-11%	32%	34%
43	-3%	-5%	17%	17%
